Statin myotox sup – suppression of simvastatin myotoxicity; C2C12 myotubes + simvastatin, ATP luminescence, 48 h; scaled: DMSO 0, geranylgeraniol control 100; rescue of ATP level, % at 7.49 µM; 0.78% of 330,000 active; AID 602340;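 active means mean ATP rescue above about 67%, or every replicate alone reaching that limit, limit read from the data, passing the limit was not always enough; inconclusive means no clear call, values can overlap the other calls; inactive means mean under the limit and some replicate under it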;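 further: myotubes were challenged with 10 µM simvastatin during compound exposure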
PglD inh – inhibitors of Campylobacter jejuni PglD acetyltransferase; purified PglD enzyme, DTNB colorimetric CoA detection; inhibition, % at 12.5 µM; 0.098% of 360,000 active; in the data active means inhibition above about 16%, passing the limit was not always enough; inconclusive means no clear call, values can overlap the other calls; further: strong numbers were not always called active
Numbers without * were called inactive; ? = inconclusive.

SMILES	Statin myotox sup	PglD inh
Cc1cnn(-c2nc(-c3cccs3)cc(C(F)(F)F)n2)c1	60	-1
O=S(=O)(/N=C/N1CCOCC1)c1ccc(Cl)cc1	-1	3
CCOc1ccc(NC(=O)CCSc2nnc(C)s2)cc1	5	1
CCn1nc(C(=O)Nc2ccccc2C)c(Cl)c1Cl	5	-2
Cc1ccc(Nc2nc3c(c(=O)[nH]2)CCCC3)cc1	0	2
Cc1ccc(N=C(NO)c2nonc2N)cc1	11	3
COC(=O)c1c(NC(=O)C2CCCO2)sc2c1CCC2 (stereo unspecified)	-32	-9
CCOc1ccc(C(=O)Nc2ccc(N3CCN(C)CC3)cc2)cc1Br	?	-7
CCn1cc(C(=O)O)c(=O)c2cc(Br)ccc21	0	0
Clc1ccc(SCc2cc(Cl)nc(-c3ccccc3)n2)cc1	-20	1
CCn1c(SCC(=O)N/N=C/c2ccc(OC)c(OC)c2)nc2ccccc21	-9	8
O=C(CSCc1cnn(-c2ccccc2)c1-n1cccc1)NCC1CCCO1 (stereo unspecified)	24	-10
Cc1csc(=O)n1CCC(=O)O	-4	7
COc1ccccc1CNC(=O)c1cccs1	-5	6
Cc1ccc(-n2nnnc2SCC(=O)N2CCc3ccccc3C2)c(C)c1	-17	3
COc1cc(CNCCN2CCOCC2)ccc1OCc1ccc(Cl)cc1	-18	1
N#Cc1c(-c2cccc(F)c2)cc(-c2ccccc2)nc1Br	12	-3
CCn1cnc2c(cnn2-c2ccccc2)c1=O	1	1
O/N=C/CCn1c(=S)sc2ccccc21	10	0
CCCn1c2ccccc2c2nnc(SC(CC)C(=O)Nc3sc4c(c3C#N)CCCC4)nc21 (stereo unspecified)	5	4
Cc1ccccc1Cn1c(=O)c2c(nc3n2CCCN3Cc2ccccc2)n(C)c1=O	-5	1
CCN(CC)CCOC(=O)c1c(C)n(C)c2ccc(OC)cc12	2	8
Cc1ccc(NC(=O)c2nc[nH]c2C(=O)Nc2ccc(C)cc2)cc1	-3	-1
CCOC(=O)C1C(=O)CC(C)(O)C(C(=O)OCC)C1c1cccc(OC(F)(F)C(F)F)c1 (stereo unspecified)	2	-5
Cc1nc2scc(-c3cccs3)c2c(=O)n1CC(=O)O	-9	1
(further entries)
SMILES	Statin myotox sup	PglD inh
CC(C)(C)NC(=O)c1ccc2c(c1)N(CC(=O)N1CCN(c3ccc(F)cc3)CC1)C(=O)C(C)(C)O2	2	5
CCOC(=O)c1sc(=S)n(-c2ccccc2)c1SC	-3	-4
CCOC(=O)C1=C(c2ccccc2)OC(N)=C(C#N)C1c1cccs1 (stereo unspecified)	8	-1
COC(=O)Cc1c(C)c2cc(Cl)c(OC(=O)c3ccco3)cc2oc1=O	11	3
CC(C)CNC(=S)N1CCC(NC(=O)C23CC4CC(CC(C4)C2)C3)CC1	-7	-3
COC(=O)C1CCC(C)(C(=O)Nc2ccccc2)C1(C)C (stereo unspecified)	-8	-1
COc1ccc(CCNS(=O)(=O)c2cccc(F)c2)cc1OC	30	-1
Cc1ccc(-c2csc3nnc(SCC(=O)Nc4nsc(-c5ccccc5)n4)n23)cc1	-23	-4
Cc1ccnc(NS(=O)(=O)c2ccc(NS(=O)(=O)c3cccs3)cc2)n1	4	0
O=C1OCCC1Sc1nc2ccccc2n1-c1ccccc1 (stereo unspecified)	-6	-5
Cc1cc(/C=N/n2cnnc2)c(C)n1-c1ccc(C(=O)O)cc1	2	9
Cc1ccc(-c2nc3ncccc3o2)cc1NC(=O)Cc1ccc(Cl)cc1	0	3
O=C(Nc1ccccc1C(=O)O)c1cc(S(=O)(=O)N2CCCCC2)cs1	3	-4
CCOC(=O)c1cc2cc(-c3c(C(=O)OCC)oc4cc(O)cc(O)c4c3=O)ccc2o1	9	-3
CCOC(=O)c1cnc2c(Cl)cc(Cl)cc2c1NCCOCCO	18	0
CCOc1ccc(N/C(C)=C/C(=O)c2ccc(C)o2)cc1	3	3
CCCN1C=CC(=C2C(=O)c3ccccc3C2=O)C=C1	-64	2
CN1C(=O)CC(N2CCN(c3ccccc3)CC2)C1=O (stereo unspecified)	138*	-1
CC(C)Cn1c(SCC(=O)c2ccc(Cl)s2)nnc1-c1ccco1	2	1
CC(C)n1ncc(C(N)=O)c1N	-7	1
Cc1ccc(C(=O)c2ccc(O)cc2)cc1C	4	3
CCCC(=O)N1CCC1(C)C(=O)Nc1ccc2scnc2c1 (stereo unspecified)	6	-7
CCOc1ncccc1C(=O)NCc1cccc(OC)c1	4	-2
Cc1cc2ccccc2cc(C)c1=O	-3	-2
CC12CN3CCN(CC(C3)C1(O)CN1CCCCC1)C2 (stereo unspecified)	12	-3
Next records follow:
SMILES	Statin myotox sup	PglD inh
O=C(CCCn1c(=S)[nH]c2cc3c(cc2c1=O)OCO3)NC1CC1	-2	-5
NC(=O)C1(N2CCCCC2)CCN(C(=O)c2cccn3c(=O)c4cc(Cl)ccc4nc23)CC1	-28	-6
Cn1ncc(Br)c1NC(=O)c1cc(Cl)cc(Cl)c1	3	-4
O=C1c2ccccc2C(=O)N1SC1CCCCC1	2	9
CCn1c(SCC(=O)N2CCN(c3ccc(Cl)cc3)CC2)nc2ccccc2c1=O	-4	1
O=C(NC1CCCCC1)C1CN(S(=O)(=O)c2ccccc2)CCN1S(=O)(=O)c1ccccc1 (stereo unspecified)	-1	4
O=c1c2cc(N3CCOCC3)ccc2[nH]c(=S)n1CC1CCCO1 (stereo unspecified)	-5	5
CCOC(=O)CNC(=O)CSc1nnc(-c2ccccc2)n1Cc1ccco1	12	-5
COc1cccc(-n2nc(-c3ccnn3-c3ccccc3)c(=O)n(C)c2=O)c1	-11	1
CN(C)S(=O)(=O)c1cccc(C(=O)OCC(=O)NCc2ccccc2)c1	-1	2
Cn1c(=O)c(-[n+]2ccccc2)c([O-])c2ccccc21	13	4
CCN(CC)S(=O)(=O)c1cccc(-c2nnc(SCCOc3ccc(Cl)cc3)o2)c1	5	7
CCCOc1ccc(C(=O)CCN2CCCCC2)cc1	-22	14
COC(=O)CCn1[nH]c(=O)c2ccccc2c1=O	4	3
CCc1c(C)nc(SCC(=O)Nc2c(C)n(C)n(-c3ccccc3)c2=O)[nH]c1=O	-9	-1
Cc1ccc(C)c(N(C(=O)CS(=O)CC(=O)Nc2ccc3c(c2)OCO3)C(C)C(=O)NC2CCCC2)c1 (stereo unspecified)	6	4
COc1ccc(CNC(=O)Nc2cccc3ccccc23)cc1	61	11
CN(C)c1ccc(-n2cccc2/C=N/n2cnnc2)cc1	10	4
CCOc1ccccc1Oc1ccc(C(F)(F)F)cn1	-4	3
CCn1cc(C(=O)NCc2ccccc2F)c(=O)c2ccc(C)nc21	4	-5
CCCCC(=O)N(c1ccc(OCC)cc1)C1C=CS(=O)(=O)C1 (stereo unspecified)	19	5
Cc1cc(C(=O)CN2C(=O)c3ccccc3S2(=O)=O)c(C)n1CC1CCCO1 (stereo unspecified)	10	-2
CCOC(=O)Cn1c(CN(C)Cc2ccccc2)nc2c1c(=O)n(C)c(=O)n2C	-2	3
O=C(Nc1ccc(S(=O)(=O)C(F)F)cc1)c1cccc(S(=O)(=O)N2CCOCC2)c1	-8	1
CCOc1ccccc1Oc1cn[nH]c1-c1ccc(OC)cc1O	-31	1
(more compounds)
SMILES	Statin myotox sup	PglD inh
Cc1ccc(/C=C/C(=O)c2ccc(C)cc2)cc1	-10	3
CCOC(=O)N1CCN(C(=O)COc2ccccc2Cl)CC1	-1	-1
COc1ccc(-c2nnc(SCc3ccccn3)n2C)cc1	-2	8
Cc1c(NC(=O)COC(=O)c2cc3c4ccccc4n(C)c3s2)c(=O)n(-c2ccccc2)n1C	3	2
CCCCOc1ccc(/C=c2\sc3ncnn3c2=O)cc1	-1	-3
CC(C)Oc1ccc(C2CC(=O)N(c3ccc(N(C)C)cc3)C2=O)cc1 (stereo unspecified)	-4	10
COCCCNC(=O)C1CCN(C(=O)c2cc3sccc3n2Cc2ccc(F)cc2)CC1	1	4
CCc1c(C#N)c(SCCC(=O)Nc2ccc(C)cc2)nc2c1C(=O)CC(C)(C)C2	-32	-2
O=C1CN(C(=O)CC2c3ccccc3-c3ccccc32)CC(=O)N1	27	3
COc1ccccc1N1CCN(S(=O)(=O)/C=C/c2ccccc2)CC1	19	1
CC1CCCC(NC(=O)CC2Nc3ccccc3NC2=O)C1C (stereo unspecified)	29	-1
COCCCNS(=O)(=O)c1ccc(S(=O)(=O)N2CCCC2)cc1	1	-1
CC1CC(C)CN(C(=O)CSC2=Nc3ccccc3C3=NC(Cc4c[nH]c5ccccc45)C(=O)N23)C1 (stereo unspecified)	8	-2
CC(Oc1ccccc1)C(=O)Nc1nc2c(s1)C(=O)CC(C)(C)C2 (stereo unspecified)	-11	0
Cc1cc(-c2ccccc2)nc(N(C)NC(=O)c2cccc(C(F)(F)F)c2)c1S(C)(=O)=O	19	-5
NC(=O)C1CCN(C(=O)CCSc2ccccc2)CC1	8	2
CCc1nnc(NC(=O)c2ccncc2)s1	-3	4
COC(=O)c1ccc(NC(=O)CCn2cccc2)cc1	-10	-1
CCN(CC)c1ccc(NC(=O)c2ccccc2F)cc1	-67	-4
CCOC(=O)c1[nH]c(=O)[nH]c1CSCCO	25	-2
Nc1cc(=O)[nH]c(SCCNS(=O)(=O)c2ccccc2)n1	-5	2
CNc1ccc(C(O)(C(F)(F)F)C(F)(F)F)cc1C(O)(C(F)(F)F)C(F)(F)F	12	0
C=CCn1cc(-c2ccc(Cl)cc2)cc(C#N)c1=O	5	7
CCN(CC(=O)Nc1c(C(=O)OC)[nH]c2ccc(C)cc12)c1ccc2c(c1)OCO2	-4	-7
CCc1ccccc1N(CC)C(=O)c1cn(C)c(=O)c2cc(OC)c(OC)cc12	95*	-6
(listing goes on)
SMILES	Statin myotox sup	PglD inh
Cc1cc2c(cc1C)NC(c1ccccn1)C1=C(CC(C)(C)CC1=O)N2 (stereo unspecified)	7	-3
Cc1ccc(Cn2c(C)cc3c(c2=O)C(c2cccs2)C(C#N)=C(N)O3)cc1 (stereo unspecified)	2	-1
Oc1ccc(C(=S)N2CCCCC2)cc1	-3	-6
Cc1c(NC(=O)CSc2nncc3ccccc23)c(=O)n(-c2ccccc2)n1C	2	4
CCCCOC(=O)C1=C(C)Nc2nnnn2C1c1ccccc1Cl (stereo unspecified)	-28	0
CC(C)(C)OC(=O)N1CCCC1C(=O)N1CCc2ccccc21 (stereo unspecified)	-3	-1
CCc1cc2c(=O)[nH]c(Cc3ccccc3)nc2s1	17	-2
O=C(Oc1ccc(OC(=O)N2CCOCC2)cc1)c1ccccc1	-3	-7
Cc1ccsc1C(=O)NNC(=O)C1CCCCC1C(=O)O (stereo unspecified)	4	-5
Cc1cc(S(=O)(=O)Nc2cc(C)c(O)c(C)c2)c(C)s1	42	2
Cc1csc(SCC(=O)c2ccc(S(=O)(=O)N3CCOCC3)cc2)n1	3	-2
Cc1cnc(C(=O)Nc2nccs2)cn1	101*	0
COc1cc2c(cc1OC)-c1cc(NC3CCCCCCC3)nc(=O)n1CC2	-19	2
O=C(COCC(=O)Nc1cccc(C(F)(F)F)c1)Nc1cccc(C(F)(F)F)c1	7	-6
Cc1ccc(SCC(=O)Nc2cccc(NC(=O)c3ccco3)c2)cc1	10	2
C=C(C)c1ccc(C(C)(C)NC(=O)N2CCN(C)CC2)cc1	1	-2
O=P(O)(CCCP(=O)(O)CCc1ccccc1)CCc1ccccc1	-8	-5
COc1cc(/C=N/NC(=O)Nc2ccccc2)ccc1OCCOc1ccccc1C	-88	3
CCCn1c(SCC(=O)c2ccc3c(c2)OCCO3)nc2c1c(=O)n(C)c(=O)n2C	-4	7
Cc1sc2ncnc(Sc3nnnn3-c3ccccc3)c2c1C	24	0
CCN(CC)CCN1C(=O)c2oc3ccccc3c(=O)c2C1c1ccccc1 (stereo unspecified)	-8	5
O=C(O)CSc1nnc(SCc2cccc3ccccc23)s1	4	-2
CSc1nc(C)cc(-n2ccc(=O)[nH]c2=O)n1	21	4
CCc1nnc(NC(=O)CCN2C(=O)c3ccccc3S2(=O)=O)s1	-2	-1
CCOc1cc(N2CCOCC2)c(OCC)cc1NS(=O)(=O)c1ccc(Cl)s1	-19	-2

2 of these compounds, reformatted:
Compound | Statin myotox sup | PglD inh
C=C(C)c1ccc(C(C)(C)NC(=O)N2CCN(C)CC2)cc1 | 1 | -2
O=P(O)(CCCP(=O)(O)CCc1ccccc1)CCc1ccccc1 | -8 | -5

More compounds:
SMILES	Statin myotox sup	PglD inh
O=C(NC1CCCCC1)n1c(=O)oc2ccccc21	-16	6
CC1CCC(N2CCN(c3ncccn3)CC2)CC1 (stereo unspecified)	-19	-2
Cc1ccc(C)c(NC(=S)NC2CC3CCCC(C2)N3CC(C)C)c1 (stereo unspecified)	-16	4
c1ccc2c(c1)CNc1ccccc1C2	-3	3
O=C(NC1CCCCC1)N1CCN(c2ncccn2)CC1	44	11
COCCNC(=O)c1ccc2c(c1)nc(C)n2-c1cccc(F)c1	10	1
CSc1nc(N)nc(-c2cccs2)c1C#N	-5	2

Single records, as listed above. Screens in order: Statin myotox sup, PglD inh
Listed for CCOC(=O)Cn1c(CN(C)Cc2ccccc2)nc2c1c(=O)n(C)c(=O)n2C : -2, 3
Listed for CC(C)n1ncc(C(N)=O)c1N : -7, 1
Listed for CCc1c(C)nc(SCC(=O)Nc2c(C)n(C)n(-c3ccccc3)c2=O)[nH]c1=O : -9, -1
Listed for COC(=O)c1c(NC(=O)C2CCCO2)sc2c1CCC2 (stereo unspecified) : -32, -9
Listed for Clc1ccc(SCc2cc(Cl)nc(-c3ccccc3)n2)cc1 : -20, 1

Random excerpt: 4 records from the list
SMILES	Statin myotox sup	PglD inh
Cc1ccsc1C(=O)NNC(=O)C1CCCCC1C(=O)O (stereo unspecified)	4	-5
O=C1CN(C(=O)CC2c3ccccc3-c3ccccc32)CC(=O)N1	27	3
CCCOc1ccc(C(=O)CCN2CCCCC2)cc1	-22	14
C=C(C)c1ccc(C(C)(C)NC(=O)N2CCN(C)CC2)cc1	1	-2

Only part of the results is shown; count on the stated rates, not on these rows.
